TcdB inh: TcdB glycohydrolase inhibitors, primary screen, biochemical, single point, plate reader. 350,000 tested, 0.24% active. TcdB glycohydrolase enzymatic assay. inhibition, % at 9.99 µM; in the data active = inhibition above about 10%
BioA inh: M. tuberculosis BioA enzyme inhibitors, primary screen, biochemical, plate reader, single point, HTS; 7,8-diaminopelargonic acid synthase BioA (Mycobacterium tuberculosis); purified M. tuberculosis BioA enzyme; inhibition, % at 9.99 µM; 360,000 tested, 0.096% active; AID 602481, 2012; in the data active = inhibition above about 40%
FadD28 FP inh: inhibitors of FadD28 bisubstrate probe binding, primary screen, biochemical, fluorescence polarization, single point; 360,000 tested, 0.22% active; inhibition, % at 12.5 µM; Mycobacterium tuberculosis FadD28 fatty-acid-AMP ligase; in the data active = inhibition above about 8.5%, passing the limit was not always enough
GDH-TPI counter: GDH-TPI coupling enzyme inhibitors, primary screen, artefact control for M. tuberculosis FBA inhibitor project, biochemical, absorbance, full deck; GDH-TPI coupled enzyme counterscreen, NADH absorbance; 360,000 tested, 1.2% active; AID 588335, 2011; inhibition, % at 4.8 µM; in the data active = inhibition above about 30%;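 also: 0% = DMSO wells and 100% = wells lacking the enzyme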
Mtb FBA inh: Mtb FBA enzyme inhibitors, primary screen, biochemical, fluorescence, strain H37Rv; Fructose-bisphosphate aldolase (Mycobacterium tuberculosis (strain ATCC 25618 / H37Rv)), …; purified M. tuberculosis FBA, fluorescence read-out; inhibition, % at 1 µM; 360,000 tested, 2.3% active; in the data active = inhibition above about 27%;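 also: 0% = vehicle and 100% = reference inhibitor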
Target sequence (P9WQA3 whole entry, looked up): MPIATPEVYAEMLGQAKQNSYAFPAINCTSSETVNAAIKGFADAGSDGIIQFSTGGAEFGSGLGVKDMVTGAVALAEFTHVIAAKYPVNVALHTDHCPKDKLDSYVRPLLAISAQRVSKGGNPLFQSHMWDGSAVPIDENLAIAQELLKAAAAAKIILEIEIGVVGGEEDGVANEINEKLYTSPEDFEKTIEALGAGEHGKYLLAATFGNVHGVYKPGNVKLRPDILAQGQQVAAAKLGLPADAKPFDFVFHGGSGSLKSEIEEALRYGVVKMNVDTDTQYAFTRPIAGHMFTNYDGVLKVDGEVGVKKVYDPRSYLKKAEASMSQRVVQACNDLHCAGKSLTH
PfHsp40 rescue: rescue of yeast from PfHsp40 toxicity, primary screen, S. cerevisiae, ATP luminescence; S. cerevisiae expressing PfHsp40, growth rescue; growth rescue, % at 12.5 µM; 340,000 tested, 0.68% active; AID 504582, 2011; in the data active = growth rescue above about 28%, passing the limit was not always enough;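 also: yeast W303a lacking pdr1 and pdr3 grown in galactose medium; growth measured after three days at 30 °C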
UGM FP inh: M. tuberculosis UGM enzyme inhibitors, primary screen, biochemical, fluorescence polarization, single point. UDP-galactopyranose mutase (Mycobacterium tuberculosis (strain ATCC 25618 / H37Rv)), …. purified UGM, fluorescence polarization probe displacement. inhibition, % at 10 µM. 320,000 tested, 0.06% active; in the data active = inhibition above about 10%, passing the limit was not always enough
Target sequence (P9WIQ1 whole entry, looked up): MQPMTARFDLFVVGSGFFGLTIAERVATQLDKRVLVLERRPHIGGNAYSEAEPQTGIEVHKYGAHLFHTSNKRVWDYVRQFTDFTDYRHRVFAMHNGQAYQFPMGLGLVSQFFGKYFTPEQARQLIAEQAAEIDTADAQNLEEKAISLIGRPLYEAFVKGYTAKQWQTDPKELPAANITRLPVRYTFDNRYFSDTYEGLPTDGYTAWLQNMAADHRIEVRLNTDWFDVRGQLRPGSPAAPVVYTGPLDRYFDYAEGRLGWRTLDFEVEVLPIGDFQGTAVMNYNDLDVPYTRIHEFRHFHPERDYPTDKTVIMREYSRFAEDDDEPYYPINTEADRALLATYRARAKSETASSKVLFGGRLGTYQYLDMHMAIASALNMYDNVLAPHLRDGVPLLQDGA
Vc quorum ag: inducers of Vibrio cholerae quorum light production without autoinducers, primary screen, BH1578 luxS cqsA deficient, single point. V. cholerae BH1578 lux reporter, luminescence, 6 h. activation, % at 18.7 µM. 350,000 tested, 0.16% active. AID 588436, 2011; in the data active = activation mostly above about 9.7%, no sharp cut-off; also: not every result past the cut was called active; inactives centre near 0; reference of the scale not given here
Y pestis TopoI: Yersinia pestis topoisomerase I inhibitors, primary screen, biochemical, cleavage product accumulation, plate reader, single point | DNA topoisomerase I (Yersinia pestis CO92) | Y. pestis Topo-I cleavage product accumulation | activity, % at 10 µM | 360,000 tested, 0.064% active | AID 504884, 2011; in the data active = activity above about 50%, passing the limit was not always enough; also: inactives centre near 2
* marks the source's active call; other numbers are inactive results; i = inactive; / = no result given.

SMILES	TcdB inh	BioA inh	FadD28 FP inh	GDH-TPI counter	Mtb FBA inh	PfHsp40 rescue	UGM FP inh	Vc quorum ag	Y pestis TopoI
OCC(O)C(O)CC1SCCS1 (configuration not stated)	2.0	/	-0.4	14	6	0.9	/	-2.9	-2
O=C(CSc1n[nH]c(=O)n1C1CC1)c1ccc2c(c1)OCCO2	0.8	-0.4	0.2	8	-2	/	-1.9	-0.6	7
CCCCn1c(N)c(N(CCC(C)C)C(=O)c2cccc(-n3cnnn3)c2)c(=O)[nH]c1=O	2.1	/	-3.2	-10	0	-0.7	-1.4	-2.8	-8
O=C(NCc1ccncc1)c1ccc(S(=O)(=O)Nc2ccccc2)cc1	0.5	1.2	-1.3	4	1	0.4	-1.5	5.0	-3
COc1ccccc1-n1nnnc1SC(C)C(=O)NC1CCCC1 (configuration not stated)	-0.1	/	0.0	4	-2	1.4	-0.3	i	0
C1=CC2C3C=CC(C3)C2C1 (configuration not stated)	0.8	-1.0	-2.5	5	0	-0.4	0.9	-0.1	-4
OCCC1CN(Cc2cccn2-c2ncccn2)CCN1C1CCCC1 (configuration not stated)	0.6	/	-0.9	-13	3	-1.4	-0.1	i	-7
O=C(O)c1cnn(-c2nc(-c3ccc(F)cc3)cs2)c1C(F)(F)F	-0.1	/	-1.7	1	21	0.3	-0.2	-0.6	-10
O=C1N/C(=N/O)S/C1=C/c1cccc([N+](=O)[O-])c1	-0.2	0.0	-3.0	26	3	-0.2	0.2	i	-5
O=C(O)c1cccc(S(=O)(=O)NCCc2ccccc2)c1	-1.3	/	-2.2	2	4	-0.2	-1.1	-0.6	6
COc1ccccc1N1CCN(C(=O)CSc2nc3ccccc3nc2N2CCCCC2)CC1	-0.5	-2.2	-3.3	0	0	0.5	-3.8	-0.2	35
CC(C)c1nnc(NC(=O)CS(=O)(=O)Cc2ccccc2)s1	-1.2	/	-1.5	-2	3	-0.6	1.3	i	3
COC(=O)C(CCSC)NC(=O)c1cccc([N+](=O)[O-])c1 (configuration not stated)	/	0.4	-0.6	-3	0	0.2	-1.6	-1.0	2
CCCN(CCC)Cc1c(C(=O)N/N=C/c2ccncc2)nnn1-c1nonc1N	-0.6	0.0	-3.3	10	14	-0.5	1.7	i	16
CCNC(=S)N1CCN(CCNC2=CC(=O)CC(C)(C)C2)CC1	0.7	-0.6	-2.2	-3	-5	0.3	-4.8	-0.2	1
CCN(CC(=O)Nc1cccc(C(C)=O)c1)S(=O)(=O)c1ccc(C)cc1	1.1	-0.6	-2.2	3	-1	1.5	1.5	-0.5	1
COC(=O)c1ccc2c(=O)n(CC3CCCO3)c(=S)[nH]c2c1 (configuration not stated)	/	0.3	-1.4	9	4	0.2	1.6	-1.5	3
O=C(COC(=O)c1ccccn1)NNC(=O)c1ccc(Br)cc1	1.8	0.1	-2.0	1	-2	-0.2	1.1	i	-3
O=C1N[C@@H](Cc2ccccc2)C(=O)N2[C@H]1C[C@]1([C@]34C[C@H]5C(=O)N[C@@H](Cc6ccccc6)C(=O)N5[C@H]3N(S(=O)(=O)c3ccccc3)c3ccccc34)c3ccccc3N(S(=O)(=O)c3ccccc3)[C@H]21	0.6	0.7	-4.4	13	-1	-1.4	-0.8	i	35
CC(C)C(Cl)=NOC(=O)Nc1ccc(S(N)(=O)=O)cc1	0.5	/	0.6	11	-1	2.6	/	5.6	1
O=C1C(Cl)=C(Nc2ccc3cn[nH]c3c2)C(=O)c2ccccc21	-2.8	-1.0	0.0	13	-2	-0.8	4.2	i	-5
CCC(=O)Oc1ccc(C(=O)Nc2ccc([N+](=O)[O-])cc2)cc1	6.6	0.5	-2.2	15	2	0.7	1.0	i	-1
Cc1cc(NC(=S)Nc2ccc(C)c(Cl)c2)n[nH]1	0.9	/	-23	-6	1	57*	-0.5	i	-1
Cc1cc(C)c(NC(=O)CNC(=O)COC(=O)CNC(=O)c2ccc(Cl)cc2Cl)c(C)c1	1.5	-1.5	0.5	3	7	-0.8	0.3	i	-10
CC(C)(C)CC(=O)NCc1ccc(F)cc1	/	-1.6	-0.9	-1	3	0.7	4.3	-0.2	-4
(cont.)
SMILES	TcdB inh	BioA inh	FadD28 FP inh	GDH-TPI counter	Mtb FBA inh	PfHsp40 rescue	UGM FP inh	Vc quorum ag	Y pestis TopoI
COc1ccc(C2N(C(=O)CN3CCOCC3)CCN2S(=O)(=O)c2ccccc2)cc1 (configuration not stated)	/	-0.6	-2.2	-5	2	-0.6	2.6	1.3	-8
CCn1c(Cc2ccc(OC)cc2)nnc1SCC(=O)NC1CCCCC1	/	2.7	-1.1	7	-3	0.6	-0.4	i	-6
COc1ccc(NS(=O)(=O)c2cc(NC(=O)c3cccnc3Cl)ccc2N2CCCC2)cc1	-0.8	3.9	-0.7	4	3	2.9	-2.7	i	34
O=C(N1CCCCC1)N1CCN(C(c2ccccc2)c2ccccc2)CC1	/	8.5	0.0	5	1	-1.0	2.9	-0.6	46
COCCN(CC1CCCN(C2Cc3ccccc3C2)C1)C(=O)CSC (configuration not stated)	-0.2	-1.7	-1.8	-6	-3	7.5	-0.3	i	-6
COc1ccc(-c2cn(CCO)c(CCN)n2)cc1	0.8	-0.1	-2.4	-4	-1	-0.5	0.0	i	5
COc1ccc(CC(C)NS(=O)(=O)c2ccc3c(c2)CCN3S(C)(=O)=O)cc1OC (configuration not stated)	-2.5	-3.2	-1.4	15	4	-0.8	3.9	-0.6	-2
Cc1ccc(NC(=O)CCN2CCN(C/C=C/c3ccccc3)CC2)cc1	/	-1.9	-2.8	-1	3	0.3	4.4	i	29
Cc1ccc(-c2nc(NCc3ccco3)n(C(=O)c3ccco3)n2)cc1	1.5	-0.9	0.8	1	-1	0.9	-0.9	-0.7	3
CC(=O)Nc1ccc(C2(O)COc3ccccc3O2)cc1 (configuration not stated)	/	-0.8	-3.6	7	1	-0.3	-0.3	7.7	0
Cc1ccc(CNC(=O)COc2ccc(S(=O)(=O)NC(C)C)cc2)cc1	/	/	1.1	4	0	-0.1	5.4	-0.5	-3
O=C(CCOc1ccccc1)Nc1ccc(Cl)c(S(=O)(=O)N2CCOCC2)c1	2.5	0.8	-0.5	-2	-1	-0.1	/	-5.6	0
Cc1ccccc1NC(=O)CSc1nnc(-c2ccccn2)o1	0.1	1.4	-1.8	-5	1	-1.7	-4.6	-4.0	1
CCC(C)(C(=O)NC1CCCC1)N(Cc1cccs1)C(=O)Cc1cccs1 (configuration not stated)	/	1.3	-4.0	2	-3	-0.9	2.2	-14	-1
CCC1CCCCN1CCCNC(=O)C1CCC(=O)N1Cc1ccc(C)cc1 (configuration not stated)	/	-0.1	-1.5	13	0	-0.8	0.8	-1.4	3
Cc1cc(C(F)(F)F)nc(SCCN2CCCCC2)c1C#N	-0.2	1.9	1.1	-1	1	-1.0	0.3	i	-6
Cc1onc(-c2c(Cl)cccc2Cl)c1C(=O)NCCCN1CCOCC1	/	0.0	-3.4	-9	-1	-0.6	0.2	/	2
O=S1(=O)CC(O)C(Nc2ccccc2Cl)C1 (configuration not stated)	/	-0.8	-1.2	5	2	-0.6	0.5	0.7	0
O=C(Cc1cccs1)N(Cc1ccco1)C1(C(=O)NC2CCCCC2)CCCCC1	/	-0.4	-3.3	3	1	0.5	-0.8	-0.7	10
CCCn1c(N)c(C(=O)CN(C)CC(=O)Nc2ccc(F)cc2)c(=O)[nH]c1=O	-0.2	-1.0	-3.9	1	1	1.4	/	-1.9	-4
COc1cc(OC)cc(C(=O)N2CCC(n3c(C)nc4cc(F)ccc43)CC2)c1	/	-1.9	-1.3	4	6	22	0.7	-2.1	-4
Cc1ccc(S(=O)(=O)N/N=C/c2cc(Br)c(C)o2)cc1	/	0.3	-3.6	10	-1	0.8	-2.7	-2.8	0
CC(C)N1CCC(C)(C(=O)Nc2cccc(Oc3ccccc3)c2)C1 (configuration not stated)	-1.0	1.2	-2.5	10	-1	/	/	-1.1	1
CN(C)c1cccc(C(=O)NCc2ccccc2)c1	0.4	-1.4	0.7	9	2	1.7	-0.4	-0.2	-7
COc1ccc2[nH]c(C(=O)N/N=C/c3ccc(O)cc3O)cc2c1	-0.5	-2.2	0.2	31*	18	-0.6	6.1	i	-19

Entries from the list above that contain a thiophene ring, fused or not, in the order listed:
SMILES	TcdB inh	BioA inh	FadD28 FP inh	GDH-TPI counter	Mtb FBA inh	PfHsp40 rescue	UGM FP inh	Vc quorum ag	Y pestis TopoI
CCC(C)(C(=O)NC1CCCC1)N(Cc1cccs1)C(=O)Cc1cccs1 (configuration not stated)	/	1.3	-4.0	2	-3	-0.9	2.2	-14	-1
O=C(Cc1cccs1)N(Cc1ccco1)C1(C(=O)NC2CCCCC2)CCCCC1	/	-0.4	-3.3	3	1	0.5	-0.8	-0.7	10

Single records (already shown).
`Cc1ccc(-c2nc(NCc3ccco3)n(C(=O)c3ccco3)n2)cc1` as listed: TcdB inh: 1.5; BioA inh: -0.9; FadD28 FP inh: 0.8; GDH-TPI counter: 1; Mtb FBA inh: -1; PfHsp40 rescue: 0.9; UGM FP inh: -0.9; Vc quorum ag: -0.7; Y pestis TopoI: 3
`Cc1cc(C(F)(F)F)nc(SCCN2CCCCC2)c1C#N` as listed: TcdB inh: -0.2; BioA inh: 1.9; FadD28 FP inh: 1.1; GDH-TPI counter: -1; Mtb FBA inh: 1; PfHsp40 rescue: -1.0; UGM FP inh: 0.3; Vc quorum ag: i; Y pestis TopoI: -6

The listing continues:
SMILES	TcdB inh	BioA inh	FadD28 FP inh	GDH-TPI counter	Mtb FBA inh	PfHsp40 rescue	UGM FP inh	Vc quorum ag	Y pestis TopoI
C/C(=N\NC(=O)C1COc2ccccc2O1)c1ccc(C)o1 (configuration not stated)	/	/	-2.0	6	-2	0.4	-2.0	-3.2	-7
COc1ccc([N+](=O)[O-])cc1NC(=S)NC(NC(=O)Cc1ccc(OC)c(OC)c1)C(Cl)(Cl)Cl (configuration not stated)	/	2.3	-5.3	7	1	-0.3	-0.9	i	6
CC(C)(C)OC(=O)N1CCC(NC(=O)c2nc[nH]c2C(=O)N2CCc3ccccc3C2)CC1	-0.5	-1.5	-3.0	-4	-2	-0.6	0.4	i	26
CC(C)(C)n1ncc2c(=O)n(CC(=O)NCc3ccccc3Cl)cnc21	/	1.5	0.2	-2	2	0.1	-3.6	i	-4
O=C(Cn1c(=O)[nH]c2ccccc2c1=O)N1CCN(Cc2ccc3c(c2)OCO3)CC1	-0.6	5.3	-1.6	-2	5	-0.8	1.9	-0.4	2
Cc1ccc(-c2nnc(SCC(=O)NNC(=O)COc3ccccc3C)n2C)cc1	2.2	/	-3.9	-6	0	-0.2	0.7	-0.3	4
COc1cccc(NC(=O)NCCc2ccc(Cl)cc2)c1	1.8	4.6	-3.1	4	-3	1.3	-0.7	-0.4	5
[O-][n+]1c2c(c3c4non(O)c4ccc31)CCCC2	-3.6	/	3.3	8	-5	10	1.4	i	-12
O=C(Nc1cccn(Cc2c(Cl)cccc2Cl)c1=O)C1CC1	0.2	/	0.5	11	8	-0.5	4.4	-0.6	-7
COC(=O)/C(=C\c1c(OC)cc(OC)cc1OC)C(=O)c1ccc2c(c1)OCO2	0.7	0.4	-0.1	8	0	-0.1	-1.2	i	17
O=C(Cc1ccc(F)cc1)Nc1cccc(-c2ccc3nncn3n2)c1	0.0	/	-3.1	-10	2	0.5	0.9	-0.6	2
CN(C)CCCN(C(=O)c1ccc(S(=O)(=O)N2CCCc3ccccc32)cc1)c1nc2ccc(F)cc2s1	-0.2	-1.2	-14	-4	-4	-1.2	2.3	-0.3	-5
COc1ccc(N2CCN(C(=O)c3ccc4nc(N5CCCCC5)sc4c3)CC2)cc1	0.9	0.6	-0.5	2	-1	1.2	0.7	-0.2	25
CC(C)NC(=O)C1CC(=O)N(C(C)c2ccccc2)C1 (configuration not stated)	/	-0.7	1.0	8	0	-0.1	0.9	-0.4	7

Screening data (PubChem)
